EPAC2 ag – qHTS for Agonist of cAMP-regulated guanine nucleotide exchange factor 4 (EPAC2): primary screen; 360,000 tested, 0.079% active; EPAC2 activation, biochemical qHTS; response scale: 100% = 6.5 mM cAMP response; Potency, µM (highest dose often 154 µM), without a hit: top-dose activation, actives largely listed as activators; AID 720711, 2013; further: potency means the concentration at half of the fitted maximal effect; nearly all actives have a fitted effect of over 50% in size
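Guanine nucleotide exchange by EPAC2 is measured as reduced fluorescence of BODIPY-GDP once it is released from 250 nM Rap1B. Plates are read kinetically for 30 min at room temperature; results are scaled to 6.5 mM cAMP.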
Mm-Cpn inhibitor – Inhibitors of TCP-1 ring complex (TRiC) of Methanococcus maripaludis (MmCpn): qHTS; purified Mm-Cpn ATPase, ADP Transcreener TR-FRET; Potency, µM (doses to about 76.9 µM), inactives show top-dose activity, negative = inhibition, actives largely listed as inhibitors; 330,000 tested, 0.031% active; AID 504842, 2011; further: potency means the concentration at half of the fitted maximal effect; on the % scale 0 is the no-effect control and ±100 the full control effect; nearly all actives have a fitted effect of over 80% in size
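ATPase read-out: TR-FRET ADP immunoassay (anti-ADP Eu cryptate vs ADP-d2), ex 320 nm, em 590/665 nm; signal drops as ADP forms. Enzyme 25 nM, ATP 10 uM, 30 min at 37°C after 10 min compound preincubation.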
Akt phos inh – HTS Assay for Inhibitors of Akt Phophorylation: Primary Screen; Neuro2A IGF-stimulated pAkt S473 HTRF, 20 min; stronger effect = lower value; activity change, % for hits at 50 µM; 360,000 tested, 0.32% active; AID 651550, 2012; in the data active means activity change below about -80%; inconclusive means mostly about -51% to -80%; further: on the % scale 0 is the no-effect control and ±100 the full control effect
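Single-point screen (50 µM final compound) in Neuro2A cells stimulated 20 min with 6 nM IGF at 37 deg C. After lysis, Ser473-phosphorylated Akt read by HTRF (ex 330 nm, em 615/665 nm) as the 665/615 ratio.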
DRD3 agonist – qHTS of D3 Dopamine Receptor Agonist: qHTS; AID 652048, 2013; 410,000 tested, 0.58% active; D(3) dopamine receptor (Homo sapiens), P35462; D3R DiscoveRx beta-arrestin cells, luminescence, 90 min; max activation, %; in the data active means max activation above about 30%; further: 0% is about no effect; mostly tested at two doses, the higher about 12 µM
Target sequence (P35462 whole entry, looked up): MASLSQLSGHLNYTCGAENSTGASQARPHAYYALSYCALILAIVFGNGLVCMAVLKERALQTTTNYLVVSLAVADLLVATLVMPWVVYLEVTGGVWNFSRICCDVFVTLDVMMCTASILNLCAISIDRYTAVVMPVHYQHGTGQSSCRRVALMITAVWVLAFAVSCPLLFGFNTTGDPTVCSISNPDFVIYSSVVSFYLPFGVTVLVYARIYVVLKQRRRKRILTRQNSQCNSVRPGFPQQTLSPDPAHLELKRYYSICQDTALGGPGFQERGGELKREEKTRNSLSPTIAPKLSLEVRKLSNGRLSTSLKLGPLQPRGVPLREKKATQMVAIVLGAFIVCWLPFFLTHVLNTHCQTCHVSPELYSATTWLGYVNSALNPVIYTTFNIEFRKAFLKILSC
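Agonist-mode cell screen: cells plated at 1500/well and incubated overnight at 37 °C, then exposed to library compounds for 90 min at 37 °C. Detection reagent was added for 30–60 min at room temperature, and luminescence was read.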
CCT modulator – High-Throughput Screening for Modulators of Cytosolic Chaperonin Activity; purified chaperonin ATPase assay, HTRF ADP detection, 30 min; activity change, % (concentration not given with the values), hits read low; 360,000 tested, 0.3% active; in the data active means activity change below about -30%; further: on the % scale 0 is the no-effect control and ±100 the full control effect
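TRiC at 40 or 20 nM final (batch-dependent) in 30 mM Tris pH 7.4, 100 mM KCl, 5 mM MgCl2, 1 mM DTT, with compound at single 76 uM and 10 uM ATP, 30 min at 37 deg C. ADP detected by HTRF Transcreener, 665/615 ratio.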
DRD3 antagonist – qHTS of D3 Dopamine Receptor Antagonist: qHTS; D3R cells, DiscoveRx beta-arrestin luminescence, antagonist mode; stronger effect = lower value; max response, negative = inhibition, %; 360,000 tested, 2.5% active; AID 652054, 2013; in the data active means max response below about -50%; inconclusive means no clear call, values can overlap the other calls; further: on the % scale 0 is the no-effect control and ±100 the full control effect; mostly tested at two doses, the higher about 12 µM
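Cells expressing the human receptor were seeded at 1500 cells/well, incubated overnight at 37 degrees C in 5% CO2, then exposed to library compounds with dopamine controls for 90 minutes at 37 degrees C before luminescent detection.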
PTHR1 agonist – qHTS for PTHR1 Agonists: Primary Screen; HEK293 GP2 PTHR1 cells, GloSensor cAMP luminescence, 1 h; Parathyroid hormone/parathyroid hormone-related peptide receptor (Homo sapiens), Q03431; Potency, µM (titrated, usually from 115 µM), without a hit: at the highest dose activation, usual class: activators; 410,000 tested, 0.075% active; further: potency means the concentration at half of the fitted maximal effect; nearly all actives have a fitted effect of over 55% in size; some results filed as inactive show a strong effect at the top dose; inactives centre near -15; many of its hits are not listed in these tables
Target sequence (Q03431 whole entry, looked up): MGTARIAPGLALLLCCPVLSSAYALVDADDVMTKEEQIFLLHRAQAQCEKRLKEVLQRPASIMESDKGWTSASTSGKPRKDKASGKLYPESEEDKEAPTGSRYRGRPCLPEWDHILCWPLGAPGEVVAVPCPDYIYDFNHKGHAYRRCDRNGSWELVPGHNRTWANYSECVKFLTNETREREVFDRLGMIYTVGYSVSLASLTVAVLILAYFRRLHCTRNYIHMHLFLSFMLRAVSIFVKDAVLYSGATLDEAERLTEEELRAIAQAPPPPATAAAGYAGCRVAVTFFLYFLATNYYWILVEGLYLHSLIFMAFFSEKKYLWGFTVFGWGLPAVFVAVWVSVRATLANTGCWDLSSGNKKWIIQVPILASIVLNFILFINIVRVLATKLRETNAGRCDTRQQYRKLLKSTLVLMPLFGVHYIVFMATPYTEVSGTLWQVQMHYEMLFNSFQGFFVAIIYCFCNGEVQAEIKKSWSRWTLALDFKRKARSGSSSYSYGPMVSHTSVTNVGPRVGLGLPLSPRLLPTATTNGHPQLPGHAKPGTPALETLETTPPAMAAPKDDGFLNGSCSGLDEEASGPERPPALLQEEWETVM
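HEK-293-derived GP2 cells expressing PTHR1 and a GloSensor cAMP reporter, 3,000/well, plated overnight, given luciferin plus IBMX (each 0.5 mM as added) for 1 h at 37 °C, then compound for 1 h at 37 °C. Luminescence was read after 15 min at room temperature.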
EPAC2 antagonist – qHTS for Antagonist of cAMP-regulated guanine nucleotide exchange factor 2 (EPAC2): primary screen. EPAC2 GEF exchange of Rap1B-BODIPY-GDP, fluorescence. Potency, µM (titrated, usually from 114 µM), without a hit: at the highest dose activity, negative = inhibition, actives largely listed as inhibitors. 360,000 tested, 0.18% active; further: potency means the concentration at half of the fitted maximal effect; on the % scale 0 is the no-effect control and ±100 the full control effect; nearly all actives have a fitted effect of over 45% in size; many of its hits are not listed in these tables
* = called active by the depositor; i = inactive; ? = inconclusive; · = not tested or not shown; & = joins results of further samples; [ ] = another dose, or the depositor's remark. Unless noted, the call rests on the fitted dose curve; in most records, active means well fitted curve in the direction sought with a large enough effect; inconclusive means small, poorly fitted or top-dose-only effect, or another doubt; inactive means no such curve, though single readings can be large; an effect the other way counts as inactive or inconclusive.

Second line of a record: EPAC2 ag, Mm-Cpn inhibitor, Akt phos inh, DRD3 agonist, CCT modulator, DRD3 antagonist, PTHR1 agonist, EPAC2 antagonist
- C[C@@H]1O[C@@H](OC[C@@H]2O[C@H](Oc3c(-c4ccc(O)cc4)oc4cc(O)cc(O)c4c3=O)[C@@H](O)[C@H](O)[C@H]2O)[C@H](O)[C@H](O)[C@H]1O
 : 9%, 0%, i, -1, -1.1, -5, -5%, 5%
- COc1ccc(S(=O)(=O)NC(C)C)cc1-n1cnnn1
 : 4%, 1%, i, 3&1, 1.1, 4, i, 2%
- O=C(Oc1coc(CSc2ncccn2)cc1=O)c1ccc(Br)o1
 : -5%, 3%, i, 28, 0.1, 14, -11%, -7%
- CCn1cc(/C=C/C(=O)Nc2c(C)nn(Cc3ccccc3C)c2C)cn1
 : -9%, 4%, i, -3, -1.7, 10, -18%, 15%
- COC(=O)[C@H](Cc1ccccc1)NC(=O)NCCc1ccccc1F
 : -5%, -1%, i, 2, -2.4, 12, i, 3%
- CCN(CC)C(=O)c1cccc(-c2csc(C(C)(O)c3cccc(OC)c3)n2)c1 (centres undefined)
 : 6%, ·, i, 5, -2.7, 51, -53%[inhibitor], -1%
- COC(=O)C1CSC(C)(C)C(=O)N1 (centres undefined)
 : -1%, -2%, i, -2, 0.6, 5, -93%[inhibitor], 5%
- CC(C)NC(NC(=O)/C=C/c1ccccc1)C(Cl)(Cl)Cl (centres undefined)
 : 6%, 1%, i, 3, -1.1, 6, -24%, -12%
- COc1ccc(-c2cc(=O)oc3c(C)c(OC(=O)c4cccs4)ccc23)cc1
 : 2%, -6%, i, 3, -0.2, 7, -25%, 6%
- Cc1cccc(C=CC(=O)c2ccccc2)c1
 : 13%, ·, i, -12, 3.0, ?, -44%[inhibitor], 3%
- CCCOc1ccc(C(=O)Nc2ccc(C)cc2[N+](=O)[O-])cc1
 : 12%, -6%, i, 1, -5.0, 16, i, -10%
- CC1C(=O)N(Cc2cn(Cc3ccco3)nn2)CCS(=O)(=O)N1Cc1ccc(-c2ccc(Cl)cc2)cc1 (centres undefined)
 : 8%, ·, i, -3, -0.3, 3, -45%[inhibitor], 8%
- COC(=O)c1ccc(CSc2nc3c(cnn3-c3ccccc3)c(=O)[nH]2)o1
 : -4%, 0%, i, 2, 3.2, 11, -9%[57.5 µM], 5%
- CCCn1nc(NC(=O)C(C)(C)C)c2cc3cc(OC)ccc3nc21
 : 12%, -4%, i, -2, -0.4, 12, -29%, 0%
- CC(=O)c1cccc(-c2ccnc3c2CC(C(=O)Nc2ccc(C(C)C)cc2)O3)c1 (centres undefined)
 : 0%, ·, i, 4, -0.6, 9, -17%, -2%
- COc1cccc(N2C(=O)CC(Sc3nc(C)cc(C)n3)C2=O)c1 (centres undefined)
 : 7%, 1%, i, 2, -0.2, 17, i, 1%
- O=S(=O)(Nc1ncccn1)c1ccc(NC(=S)Nc2ccc(Cl)cc2)cc1
 : 18%, -1%, i, -1, -4.9, -8, 9%, -7%
- CNC(=O)NCC12CC3CC(CC(C3)C1)C2
 : 11%, 0%, i, 6, 1.8, 14, -5%[57.5 µM], 5%
- C=CCOc1ccn(C)c(=O)n1
 : -4%, 1%, i, 0, 1.0, 1, 18%, 25%
- O=C(COC(=O)/C=C/c1ccccc1)NCc1ccc(Cl)cc1
 : -6%, 1%, i, 3, -3.8, 1, i, 21%
- COc1ccc(CCn2c(SCC(=O)Nc3cc(C)on3)nc3ccccc3c2=O)cc1OC
 : -18%, -1%, i, 1, -0.5, 4, i, -8%
- O=C(C[C@H]1C[C@@H]2c3cc(NS(=O)(=O)c4ccccc4)ccc3O[C@@H]2[C@H](CO)O1)NC1CCCC1
 : 5%, ·, i, 3, -1.2, -2, -21%, 1%
- COc1ccccc1NC(=O)N(C)C[C@@H]1OCc2cnnn2CCCC(=O)N([C@H](C)CO)C[C@H]1C
 : -11%, ·, i, 3, -2.8, -19, -15%, -6%
- O=C(O)CCC(=O)Nc1sc2c(c1C(=O)Nc1ccccc1)CCCCC2
 : 4%, -2%, i, 0&-9, 0.0, 3, -3%, 11%
- Cc1ccc(-c2[nH]c3ccccc3c2SCCNC(=O)c2cc3ccccc3oc2=O)cc1
 : 5%, -2%, i, 1, 0.1, 2, i, 7%
- CCOC(=O)N/N=C(\C)c1ccccc1OC(F)F
 : 1%, 1%, i, -6, -3.6, -11, -19%, 2%
- COc1ccccc1-c1noc(CCCC(=O)Nc2ccc(C(N)=O)cc2)n1
 : 4%, 0%, i, -4, 0.5, 0, i, 5%
- Cc1ccc(NC(=O)CN(C)C(=O)c2cc(-c3cccs3)nn2-c2ccccc2)cc1
 : 14%, -2%, i, -19, -1.3, -23, -63%[inhibitor], -7%
- CCN(c1ccccc1)S(=O)(=O)c1ccc2ccccc2c1
 : 11%, -3%, i, -5, 1.7, -16, i, -13%
- O=C(CSc1nc2c(c(=O)n1-c1ccc(F)cc1)SCC2)NCC1CCCO1 (centres undefined)
 : 0%, 2%, ·, 11, -0.1, 39, -9%[57.5 µM], 2%
- CC(C)C(c1nnnn1Cc1cccs1)N1CCN(C(=O)c2ccco2)CC1 (centres undefined)
 : 17%, -6%, i, -3, -1.1, -2, i, -6%
- CCOC(=O)c1oc2ccccc2c1NC(=O)CCl
 : 8%, 0%, i, 0, 1.2, 7, -25%, -6%
- CCc1noc(C)c1C(=O)NNC(=O)COc1ccc(Br)cc1
 : 14%, 0%, i, 1, -1.4, 0, i, 1%
- C=C(C)c1cccc(C(C)(C)NC(=O)NC(c2ccccc2)c2ccc(OC)cc2)c1 (centres undefined)
 : 8%, 1%, i, 2, -1.0, 23, i, -1%
- Cc1ccccc1N1C(=O)CN(Cc2sccc2C)C1=S
 : 5%, -1%, i, 10, -0.6, -10, i, -1%
- Cc1nc2ccc(S(=O)(=O)NCC(=O)N3CCN(c4ccccn4)CC3)cc2s1
 : -4%, 1%, -117%*, 3, -0.9, 13, i, 1%
- CC(=O)c1sc2nc(CSc3nnnn3-c3ccccc3)[nH]c(=O)c2c1C
 : 7%, -5%, i, 2, -0.1, 0, -23%, 2%
- O=C(O)c1ccccc1C(=O)NCCCn1ccnc1
 : 11%, -9%, i, 2, -0.7, -3, i, -3%
- COc1ccc(/C=C2\N=C(C)OC2=O)cc1OC(C)=O
 : 18%, 1%, i, -6, -2.7, 0, -5%, 1%
- COCCN1CCN(C(=O)C2CCC(=O)N(CCc3cccc(F)c3)C2)CC1 (centres undefined)
 : -11%, 1%, i, 2, 2.5, 15, 0%, 0%
- Cc1cccc(NC(=O)CN2CCN(C(=O)CN3C(=O)NC4(CCCCC4C)C3=O)CC2)c1C (centres undefined)
 : -4%, ·, i, -3, 0.7, 52, -28%, 0%
- CCOc1ccccc1OCCCCN1CCCC1
 : 1%, 1%, i, -3, 2.1, -63*, -6%[57.5 µM], 1%
- COc1cccc(CN(C)C(=O)c2ccccc2SCC(=O)N2CCCC2)c1
 : 2%, -1%, i, 3, 0.8, -28, i, 10%
- COc1cc2c(cc1OC)C(C)N(C(=O)c1cccc([N+](=O)[O-])c1)CC2 (centres undefined)
 : -2%, 0%, i, 5, -2.7, 3, i, -12%
- O=C1CC(NNc2nc3ccccc3s2)C(=O)N1c1ccc(F)cc1 (centres undefined)
 : 5%, 1%, i, -3, 1.2, -3, -2%, 0%
- C/C(=N\Nc1nccnc1Cl)c1ccc(F)cc1
 : 5%, -8%, i, -5, 0.5, -3, i, 0%
- COc1ccc(NC(=O)CSc2nc3ccccc3c(=O)n2CCCC(=O)NCC2CCCO2)c(OC)c1 (centres undefined)
 : 2%, -4%, i, 2, 0.5, 4, i, -29%
- CCOc1ncccc1C(=O)OCC(=O)N1CC(=O)Nc2ccccc21
 : 2%, 2%, i, 6, -1.0, 3, -2%[57.5 µM], 4%
- CCC(CC)C(=O)NCCc1cc2cc(C)c(C)cc2[nH]c1=O
 : 0%, 0%, i, -7, -4.5, 0, -16%, -3%
- Cc1ccc(NC(=O)c2cccc(C(F)(F)F)c2)cc1NC(=O)c1[nH]cnc1C(N)=O
 : -2%, -3%, i, 31*, 0.2, 46, -3%, -4%
- C[C@@H]1CN([C@H](C)CO)C(=O)c2cc(C#CC(C)(C)O)cnc2O[C@@H]1CN(C)C(=O)C1CC1
 : -4%, ·, i, 4, 0.7, -5, -58%[inhibitor], 1%
- NNC(=O)COc1ccccc1F
 : 1%, -1%, i, 1, -0.9, 8, -15%, 9%
- Cc1cc(C)nc(Nc2n[nH]c(-c3ccccc3Br)n2)n1
 : -5%, -20%, i, 4, -1.2, 3, i, 0%
- CCOc1cc(OCC)cc(C(=O)N2CCC[C@@H]2C(=O)N2CCC[C@H]2C(=O)NCc2ccncc2)c1
 : -1%, ·, i, 2, -4.0, 15, i, 4%
- C/C(=N\NC(=O)CNC(=O)C1COc2ccccc2O1)c1ccco1 (centres undefined)
 : 7%, 0%, i, 6, -1.6, -2, i, 9%
- NC(c1ccccc1)c1csc(Nc2ccc(C(=O)NCCO)cc2)n1 (centres undefined)
 : -3%, ·, i, 8, -2.0, 0, i, -20%
- O=C(CCCSc1nc2ccccc2[nH]1)NCc1ccco1
 : -1%, 0%, i, 2, -1.0, 9, 0%[57.5 µM], 0%
- CCCCN1C(=O)C(O)(CC(=O)c2ccco2)c2cc(Br)ccc21 (centres undefined)
 : 20%, 0%, i, -2, -0.4, -5, -14%, -8%
- COC(=O)C1CCN(C(=O)C(C)Oc2ccc(Cl)cc2Cl)CC1 (centres undefined)
 : 6%, 2%, i, -5, 0.9, 12, -37%[inhibitor], 8%
- O=C1C=C(c2cccc(CO)c2)C[C@@H](c2ccc(Cl)cc2)C1
 : 5%, 1%, i, -16, -1.7, 4, -11%, -20%
- Cc1ccc(C2c3c(oc4cc(C)c(C)cc4c3=O)C(=O)N2CCCN2CCOCC2)cc1 (centres undefined)
 : 7%, 0%, i, -5, 1.2, 4, i, -16%

Screens: PubChem, National Center for Advancing Translational Sciences (NCATS)

Some of the compounds tested, so the mix of outcomes need not match the whole.
